M1 ag = human M1 muscarinic receptor agonism | CHO-K1 hM1, Fluo-8 calcium fluorescence, agonist mode; 0% DMSO, 100% acetylcholine EC100 | 360,000 tested, 0.33% active | activation, % at 3 µM | P11229;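 active = activation above the run's mean compound activation plus 3 SD, cut at about 16% in these data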;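 also: peak over basal fluorescence ratio within a 140 s kinetic read after compound addition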
Target sequence (P11229 whole entry, looked up): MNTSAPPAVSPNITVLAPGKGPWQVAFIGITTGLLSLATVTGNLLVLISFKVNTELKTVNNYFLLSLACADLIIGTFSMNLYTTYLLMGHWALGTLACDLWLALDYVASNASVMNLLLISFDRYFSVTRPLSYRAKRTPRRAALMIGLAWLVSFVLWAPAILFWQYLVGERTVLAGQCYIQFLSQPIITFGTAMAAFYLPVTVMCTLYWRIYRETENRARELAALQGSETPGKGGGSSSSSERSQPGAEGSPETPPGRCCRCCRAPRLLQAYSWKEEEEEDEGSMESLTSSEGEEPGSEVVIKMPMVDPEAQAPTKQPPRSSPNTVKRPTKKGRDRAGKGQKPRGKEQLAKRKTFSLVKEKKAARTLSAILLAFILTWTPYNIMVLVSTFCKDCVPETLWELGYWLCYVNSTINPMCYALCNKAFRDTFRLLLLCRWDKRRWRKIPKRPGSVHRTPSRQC
CHO-K1 Ca antag = counter-screen for M1 antagonists: effect in parental CHO-K1 cells. ATP-induced calcium, Fluo-8 fluorescence. inhibition, % at 3 µM. 360,000 tested, 0.6% active;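 active = inhibition above a per-plate cutoff, the plate's mean sample inhibition plus 3 SD, cut at about 24% in these data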;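 also: 0% = DMSO plus EC80 ATP and 100% = DMSO alone without ATP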
CHO-K1 Ca ag = counter-screen for M1 agonists: effect in parental CHO-K1 cells | Fluo-8 calcium fluorescence; scaled to maximal ATP response, vehicle zero | activation, % at 3 µM | 360,000 tested, 0.48% active | AID 602248; in the data active = activation above about 15%;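 also: untransfected CHO-K1 host cells lacking M1 receptor as counterscreen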
M4 antag = antagonists of human muscarinic M4 receptor (CHRM4). P08173. CHO-hM4 cells, ACh EC80, Fluo-8 calcium fluorescence. inhibition, % at 3 µM. 360,000 tested, 0.73% active. AID 624125;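 active = inhibition above its plate's cutoff, the mean inhibition of sample wells plus 3 SD, cut at about 27% in these data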;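 also: 0% = acetylcholine EC80 with DMSO and 100% = DMSO without agonist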
Target sequence (P08173 whole entry, looked up): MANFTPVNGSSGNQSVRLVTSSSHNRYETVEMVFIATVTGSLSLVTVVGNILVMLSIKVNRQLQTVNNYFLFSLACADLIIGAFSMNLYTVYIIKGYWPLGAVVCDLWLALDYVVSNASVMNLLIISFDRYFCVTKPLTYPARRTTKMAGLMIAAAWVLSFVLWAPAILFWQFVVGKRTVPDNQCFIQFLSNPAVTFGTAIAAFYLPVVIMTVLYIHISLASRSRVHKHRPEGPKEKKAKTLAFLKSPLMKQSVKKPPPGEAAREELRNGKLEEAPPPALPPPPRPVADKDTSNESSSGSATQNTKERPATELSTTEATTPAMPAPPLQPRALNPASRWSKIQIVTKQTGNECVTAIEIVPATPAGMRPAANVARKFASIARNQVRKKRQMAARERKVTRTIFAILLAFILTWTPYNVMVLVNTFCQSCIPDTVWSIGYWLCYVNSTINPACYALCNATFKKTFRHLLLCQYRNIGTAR
M4 ag = agonists of human muscarinic M4 receptor (CHRM4). CHO-K1 hM4/Gqi5, Fluo-8 calcium fluorescence; vehicle 0%, full acetylcholine response 100%. activation, % at 3 µM. 360,000 tested, 0.14% active. P08173;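 active = activation above the run mean over all test wells plus 3 SD, cut at about 32% in these data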;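 also: peak over basal fluorescence ratio per well then scaled between controls; 0% = DMSO wells and 100% = acetylcholine at EC100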
CHO parental Ca = counter-screen for OX1R antagonists: effect in parental CHO cells; parental CHO-K1, ATP-induced calcium, Fluo-8 fluorescence; 330,000 tested, 0.63% active; inhibition, % at 5.6 µM;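 active = inhibition above that plate's mean sample inhibition plus 3 SD, cut at about 26% in these data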;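 also: 0% = ATP-challenged DMSO wells and 100% = DMSO wells without ATP; some compounds past the cut are filed as inactive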
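Assay system: parental CHO cells; Read-out basis: percent inhibition of ATP-evoked calcium rise, normalized to controls; Benchmarks: ATP and no-ATP DMSO wells; Compound dosing: single nominal dose of 5.6 µM per compound; Signal: Fluo-8 calcium dye fluorescence; Also added: ATP as calcium-mobilizing challenge; Repeats: singlicate.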
M1 antag = blocks human M1 muscarinic receptor; P11229; CHO-K1 hM1, Fluo-8 calcium fluorescence, ACh EC80 antagonist; inhibition, % at 3 µM; 360,000 tested, 1.3% active;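 active = percent inhibition above its own plate's cutoff, namely the mean of that plate's compound wells plus 3 SD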;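 also: peak over basal fluorescence ratio during 140 s after agonist addition; 0% = ACh EC80 plus DMSO and 100% = DMSO alone without agonist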
OXTR potentiator = human OXTR potentiation. P30559. activation, % at 3 µM. 320,000 tested, 0.061% active. CHO-OTR cells, Fluo-8 calcium fluorescence, potentiator mode; 0% = oxytocin EC15, 100% = EC100;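 active = activation above that plate's cutoff, the mean activation of tested compounds plus 3 SD, cut at about 6.6% in these data, passing the limit was not always enough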;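 also: 100% uses oxytocin at 75 nM as the full agonist control; some results filed as inactive read as strong as hits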
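Dosing: Single dose, 3.0 µM nominal final compound concentration | Material: Human OTR in CHO cells | Technique: Kinetic Fluo-8 calcium fluorescence | Benchmarks: EC15 oxytocin alone as 0%, 75 nM oxytocin as 100% | Probe or stimulus: Oxytocin at about EC15, sub-maximal agonist stimulus | Incubation: Compound 6 min at room temperature before oxytocin, 100 s read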
M1 PAM = positive allosteric modulators of human M1 muscarinic receptor; P11229; CHO-K1 hM1, Fluo-8 calcium fluorescence, ACh EC20; 0% = ACh EC20, 100% = maximal ACh; activation, % at 3 µM; 360,000 tested, 0.088% active; AID 588819; in the data active = activation above about 19%, passing the limit was not always enough
An asterisk follows results filed as active; . = no result given; & = joins results of further samples.

SMILES	M1 ag	CHO-K1 Ca antag	CHO-K1 Ca ag	M4 antag	M4 ag	CHO parental Ca	M1 antag	OXTR potentiator	M1 PAM
Cc1cc(C)n(CC(=O)N2N=C(C(F)F)CC2(O)C(F)F)n1 (stereo not given)	-5	0	-0.3	13	0	-3	-4	1	1
CN1C(=O)c2ccccc2C(C(=O)NCCCN2CCCC2)C1c1c[nH]c2ccccc12 (stereo not given)	-5	-13	1.9	-29	1	-2	-4	-9	0
C/C(=C/CCC(C)(O)C1CC[C@@]2(C)[C@@H]3CC=C4[C@@H](CC[C@H](O[C@H]5O[C@@H](CO)[C@H](O)[C@@H](O)[C@@H]5O)C4(C)C)[C@]3(C)C(=O)C[C@]12C)CO[C@@H]1O[C@H](CO)[C@@H](O)[C@H](O)[C@H]1O (stereo not given in full)	-1	-11	2.9	-8	0	-1	-15	-1	10
CCC(=O)Nc1cc(-c2nnc(OC)c3ccccc23)ccc1N1CCOCC1	-2	12	-0.9	9	0	-1	-1	2	2
COc1ccc2ccccc2c1/C=N\n1c(C)cc(C)c(C(N)=O)c1=O	-4	4	-0.4	5	-1	-3	-19	0	8
O=S(=O)(NCCN1CCOCC1)c1cccs1	-4	-17	0.6	3	1	7	-9	-7	11
Cc1ccc(C(C)(C)C)c(OCCCCN2CCCC2)c1	-10	-8	2.5	-9	3	-11	8	-10	-16
O=C1CCN(Cc2ccc(O)cc2)CCN1CCO	-3	-14&-21	0.4&0.7	4&-20	2&1	-10	-7	1	8
CCOC(=O)Cc1csc(SCC(=O)c2c(N)n(CC(C)C)c(=O)n(C)c2=O)n1	4	2	2.9	9	10	7	7	-9	-2
CC1=C(C(=O)Nc2cccc(C(=O)NCc3ccccc3C)c2)SCCO1	-1	11	1.6	0	8	-10	-5	-11	3

Structures listed so far that have an aryl methoxy group, in the order listed:
SMILES	M1 ag	CHO-K1 Ca antag	CHO-K1 Ca ag	M4 antag	M4 ag	CHO parental Ca	M1 antag	OXTR potentiator	M1 PAM
CCC(=O)Nc1cc(-c2nnc(OC)c3ccccc23)ccc1N1CCOCC1	-2	12	-0.9	9	0	-1	-1	2	2
COc1ccc2ccccc2c1/C=N\n1c(C)cc(C)c(C(N)=O)c1=O	-4	4	-0.4	5	-1	-3	-19	0	8

(further entries)
SMILES	M1 ag	CHO-K1 Ca antag	CHO-K1 Ca ag	M4 antag	M4 ag	CHO parental Ca	M1 antag	OXTR potentiator	M1 PAM
COc1ccccc1NC(=O)CCc1nnc2ccc(N3CCN(C)CC3)nn12	-3	5	-0.1	8	1	-5	-2	-1	1
N#Cc1ccccc1COC(=O)c1ccc2c(c1)OCO2	-5	-18	0.2	15	0	-15	6	-8	1
COC(=O)c1ccccc1NC(=O)CN(C)S(=O)(=O)c1cc(C)ccc1OC	-5	-11	2.3	7	3	-24	-20	-12	5
CCCCc1ccc(-n2c(Cc3cccs3)n[nH]c2=S)cc1	-9	2	0.2	1	-2	-4	-6	-6	7
Oc1cccc(C2c3[nH]c4ccccc4c3CCN2Cc2ccoc2)c1 (stereo not given)	-6	-1	-0.1	13	1	-9	15	-7	-3
C=CCOc1c(CNc2ncn[nH]2)cccc1OC	-1	-16	0.5	10	0	-1	-5	-9	5
CCOc1ccccc1C(=O)OCC(=O)Nc1cc(Cl)ccc1Oc1ccccc1	-6	-4	1.0	1	-1	16	-2	-15	-1
CCc1ccccc1N(C(=O)c1snc(C(N)=O)c1N)C(C(=O)NCC1CCCO1)c1ccc(OC)c(OC)c1 (stereo not given)	2	-18	0.4	-28	1	.	-5	.	6
CS(=O)(=O)N(CC(=O)Nc1ccc2c(c1)OCO2)c1ccccc1	0	3	0.0	2	1	7	-8	-7	-3
CSCCC(=O)N1CC[C@@H](N2CCN(c3ccccc3F)CC2)[C@H](O)C1	-10	-12	3.7	0	1	-7	7	-4	-4

Retrieved by structure from the entries so far (two):
SMILES	M1 ag	CHO-K1 Ca antag	CHO-K1 Ca ag	M4 antag	M4 ag	CHO parental Ca	M1 antag	OXTR potentiator	M1 PAM
O=S(=O)(NCCN1CCOCC1)c1cccs1	-4	-17	0.6	3	1	7	-9	-7	11
CCC(=O)Nc1cc(-c2nnc(OC)c3ccccc23)ccc1N1CCOCC1	-2	12	-0.9	9	0	-1	-1	2	2

(list continues)
SMILES	M1 ag	CHO-K1 Ca antag	CHO-K1 Ca ag	M4 antag	M4 ag	CHO parental Ca	M1 antag	OXTR potentiator	M1 PAM
COc1ccc(OC)c(CCNC(=O)c2cccc(NC(=O)C3=C(C)OCCS3)c2)c1	-1	-7	4.7	5	11	-23	19	-7	-12
Cc1cccc(N2CCN(C(=O)COc3ccc4c(c3)CCC4)CC2C)c1 (stereo not given)	-5	-19	0.5	21	2	-24	-3	-5	1
COc1ccc(S(=O)(=O)NC(=O)C2(C)CCN2C(=O)CC2CCCCC2)cc1OC (stereo not given)	-2	-4	0.9	2	0	.	-10	.	6
Cc1cc(C)nc(NC2=NCCN2C(=S)Nc2ccc(C)c(C)c2)n1	-6	22	0.2	-9	0	1	-14	-6	7
COC(=O)Cc1ccc(NC(=S)N2CCN(c3ccccn3)CC2)cc1	-1	-1	2.9	0	7	-3	-13	-21	3
O=C(NC1CCc2ccccc21)c1cc(COc2cncc(Cl)c2)on1 (stereo not given)	2	-6	7.9	-9	9	-6	-1	-9	1
CCCn1c(SCC(=O)NC2CCC(C)CC2)n[nH]c1=O (stereo not given)	-4	-17	0.4	-11	0	-17	-14	1	6
CN(C)CCCNC(=O)c1ccc(Cl)c(S(=O)(=O)N2CCCCCC2)c1	-8	-12	0.2	3	1	-14	-5	-4	1
Cc1ccc(S(=O)(=O)N2[C@@H](c3ccc(C(C)(C)C)cc3)C(C(=O)O)=CC[C@H]2c2ccc3c(c2)OCO3)cc1	-5	-3	0.1	8	1	-8	-4	-8	-1
COc1ccc(C2Nc3ccccc3C(=O)N2NC(C)=O)c(OC)c1 (stereo not given)	-3	-9	0.3	-1	0	4	-7	-14	3
CO/N=C\CC(=O)Nc1ccc(Cl)c(Cl)c1	-6	5	1.1	7	1	0	3	-4	6
Fc1cccc(Cl)c1Cn1nnc2c(NCc3ccccn3)ncnc21	-1	-10	1.5	-3	3	0	-20	-9	1
CCn1ncc(C2=NOC(C(=O)Nc3cccc(C(C)=O)c3)C2)c1C (stereo not given)	3	-14	6.1	6	7	-6	6	-13	-5
COc1ccccc1C(C)NC(=O)C1CCN(S(=O)(=O)c2cccs2)CC1 (stereo not given)	-5	-13	1.1	0	1	-20	-11	-9	10
CN(C)S(=O)(=O)c1ccc(Cl)c(C(=O)Nc2cccc3ncccc23)c1	-5	-10	2.9	6	6	-13	2	-11	-4
COc1ccc(-c2cc(C(F)(F)F)n3nc(C(=O)Nc4c(C)n(C)n(-c5ccccc5)c4=O)c(Cl)c3n2)cc1	-6	26*	0.0	7	1	-20	1	-5	-9
COc1ccc(NC(=O)Cc2ccsc2)cc1S(=O)(=O)N1CCCCC1	0	-3	2.1	2	4	-13	2	-6	0
O=C(COc1ccc(C(=S)N2CCCC2)cc1)Nc1ccc(F)cc1	-3	-6	2.9	-1	6	-11	-2	2	2
C=CCn1c(C)c(C(C)=O)cc(NC(=O)c2ccccc2)c1=O	-8	-3	1.8	3	1	-8	20	-5	-4
CC(CCc1ccccc1)NC(=O)C(=O)Nc1ccccc1 (stereo not given)	-7	-10	0.1	0	0	-9	-9	-5	12
O=C(NNS(=O)(=O)c1ccc(Cl)cc1)c1cccs1	-2	-3	0.0	4	2	-12	-9	-8	10
COc1ccc2c(c1)[nH]c1c(=O)n(CCCn3ccnc3)cnc12	-4	15	0.1	4	0	-15	-2	-2	2
Cc1cc(/C=N/NC(N)=S)c(C)n1-c1ccc(Cl)cc1	-6	4	18*	-2	4	-1	3	-15	-6
O=C(OCc1c(-c2ccccc2)ncc2ccccc12)c1ccc(F)cc1	-8	-12	-0.8	0	0	-42	-3	-6	0
Cc1cc(NC(=O)CSc2nc3cc(C(=O)NCCCOC(C)C)ccc3c(=O)n2Cc2ccco2)no1	-6	-8	-0.1	-11	0	-15	-8	2	2
COc1ccc(NC(=O)c2cccc(S(=O)(=O)N(C)c3ccccc3)c2)cn1	-2	-2	8.9	-8	12	-8	0	-14	-3
CCN1C(=O)c2cccc3c(Cl)ccc1c23	3	-2	-0.5	0	-1	-13	4	6	7
COc1ccccc1NS(=O)(=O)c1ccc(C)c(C(=O)NNC(=O)c2csc(N3CCOCC3)n2)c1	-1	-2	0.0	-4	1	-16	-10	1	16
Cc1cc(C)nc(NS(=O)(=O)c2ccc(NC(=O)CN3C(=O)S/C(=C\c4ccccc4)C3=O)cc2)n1	-6	-4	0.4	6	0	3	1	-11	1
COc1ccc(CNC(=O)CSc2n[nH]c(N)n2)cc1OC	-4	-2	0.1	5	.	5	7	1	-1
O=C1c2oc3ccccc3c(=O)c2C(c2cccnc2)N1CCCN1CCOCC1 (stereo not given)	-2	0	1.8	7	0	-4	-12	-8	10
COc1ccc(CSc2nc3ccccc3[nH]2)cc1	2	0	7.2	1	9	-6	-7	-21	-8
CCCCOc1ccc(N(CC(=O)NC(C)(C)C)C(=O)CCC(=O)Nc2nccs2)cc1	-2	2	0.7	-15	1	-15	1	-7	-3
Cc1ccc(-c2nc3ccccc3[nH]2)cc1NC(=S)NC(=O)c1ccccc1Br	-2	6	2.1	-5	7	-19	22	-17	-8
Cn1c(N)c(C(C[N+](=O)[O-])c2ccccc2Cl)c(=O)n(C)c1=O (stereo not given)	0	-9	0.3	14	0	-15	-3	-10	4
CCSc1nnc(NC(=O)C2C3CCC(C3)C2C(=O)O)s1 (stereo not given)	-6	6	0.6	-3	0	-14	1	-10	-4
N#Cc1cc(C#N)c(N2CCN(c3ccccn3)CC2)nc1N	0	6	4.7	-3	20	-12	10	1	-8
COC(=O)[C@]12CCCCC=C1N(Cc1cccc3ccccc13)C(=O)[C@H](CC(=O)NCCCN1CCCC1=O)C2	.	-9	4.6	-8	16	.	.	.	.
O=S1(=O)CC(N2CCSCC2)CN1Cc1cn(Cc2ccc(C(F)(F)F)cc2)nn1 (stereo not given)	.	-18	2.0	-5	2	.	.	.	.
CCOC(=O)COc1cccc(C2NC(=O)c3ccccc3O2)c1 (stereo not given)	-4	-4	2.0	-17	5	-5	-9	-3	5
C[C@@H]1CCCCO[C@H](CN(C)C(=O)Cc2ccccc2)[C@H](C)CN([C@@H](C)CO)C(=O)c2cc(NC(=O)Nc3ccc(F)cc3)ccc2O1	-5	3	-0.4	-8	2	.	-14	.	1
Cc1ccc2c(c1)N(Cc1cccc(F)c1)C(=O)C(C)O2 (stereo not given)	-7	2	-0.9	7	-2	-18	-3	3	-3
Cn1c(CSCc2ccccc2)nnc1SCC(=O)Nc1nccs1	-5	11	2.1	11	5	3	5	-8	-6
Cc1cccc(OCCn2c(-c3ccco3)nc3ccccc32)c1	1	17	0.0	5	0	-28	0	-8	10
Cc1ccc(Nc2nc(Cl)c(C=O)s2)cc1	-6	-10	0.7	-7	0	-7	-3	-1	-1
Oc1ccc(-c2csc(Nc3cccc4ccccc34)n2)cc1O	-4	-9	0.3	12	0	9	-9	-3	3
Cc1ccc(NC(=O)Cn2nc(C)c([N+](=O)[O-])c2C)cc1Cl	-3	-1	4.3	3	6	.	5	.	-4

Bioassay records from PubChem BioAssay.
